Epigenetic derep = Quantitative High-Throughput Screen for Regulators of Epigenetic Control; hit rate 0.2% among 280,000; AID 1865, 2009; murine LDR cells, GFP reporter derepression, 30 h; Potency, µM (doses to about 53.9 µM), for the others: top-dose GFP activation, usual class: activators; also: potency is read from the fitted curve at half-maximal effect; % of control where 0% means no effect; nearly all actives have a fitted effect of over 60% in size
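GFP-positive cell count by laser-scanning cytometry (objects 20–120 um) after 30 h, 37 C compound exposure of murine LDR cells; reporter is CMV-GFP integrated at a silenced locus, inducible by HDAC or DNMT inhibitors.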
CBFb RUNX1 block = qHTS Assay for Compounds Blocking the Interaction Between CBF-beta and RUNX1 for the Treatment of Acute Myeloid Leukemia; AlphaScreen CBFb-His/RUNX1-biotin binding, biochemical; 230,000 tested, under 10 active; Runt-related transcription factor 1 (Homo sapiens) + Core-binding factor subunit beta …; Potency, µM (highest dose often 59.8 µM), for inactives: at the top dose activity, negative = inhibition, usual class: inhibitors; AID 1477, 2009; also: % of control where 0% means no effect
Target sequence (Q01196 whole entry, looked up): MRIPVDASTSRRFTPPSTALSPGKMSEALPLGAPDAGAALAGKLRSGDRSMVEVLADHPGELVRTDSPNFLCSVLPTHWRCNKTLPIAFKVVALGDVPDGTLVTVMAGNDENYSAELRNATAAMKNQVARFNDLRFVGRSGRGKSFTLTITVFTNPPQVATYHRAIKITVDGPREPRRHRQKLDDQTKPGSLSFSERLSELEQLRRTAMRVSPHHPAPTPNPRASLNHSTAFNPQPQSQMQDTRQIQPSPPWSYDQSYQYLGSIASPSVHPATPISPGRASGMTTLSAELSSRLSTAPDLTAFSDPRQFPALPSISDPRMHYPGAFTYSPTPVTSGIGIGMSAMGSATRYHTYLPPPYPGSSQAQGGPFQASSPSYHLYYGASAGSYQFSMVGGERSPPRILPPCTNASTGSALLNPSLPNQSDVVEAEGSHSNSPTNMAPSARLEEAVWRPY
Target sequence (Q13951 whole entry, looked up): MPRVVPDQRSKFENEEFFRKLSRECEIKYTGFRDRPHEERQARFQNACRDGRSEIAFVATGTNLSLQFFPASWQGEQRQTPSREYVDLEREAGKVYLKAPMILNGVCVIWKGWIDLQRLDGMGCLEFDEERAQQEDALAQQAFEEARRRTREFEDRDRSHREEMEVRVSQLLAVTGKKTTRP
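Proteins preincubated together for 20 min at RT before compound addition; 15 min later, nickel and streptavidin beads were added and left 90 min prior to AlphaScreen measurement.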
IMPase Li inh = qHTS Assay for Identifying the Cell-Membrane Permeable IMPase Inhibitors: Potentiation with Lithium | CHO-M1 cells, IP1 TR-FRET (IP-One), carbachol + lithium | Potency, µM (highest dose often 59.4 µM), inactives show at the top dose activity, negative = IMPase inhibition, actives largely listed as inhibitors | hit rate 0.35% among 210,000 | AID 1457, 2008;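 also: IP1 builds up when IMPase is blocked and the TR-FRET signal falls; potency is read from the fitted curve at half-maximal effect; plate controls were basal vehicle for no effect and high inhibitor control for full effect; nearly all actives have a fitted effect of over 50% in size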
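Readout is a homogeneous TR-FRET IP1 immunoassay (Ex 320, Em 665 and 620), where raised cytosolic IP1 lowers signal. Cells were CHO-M1 treated 30 min at 37C with test compounds plus a little lithium; AC50 values came from Hill-equation fitting.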
NPSR antag = qHTS Assay for Antagonists of the Neuropeptide S Receptor: cAMP Signal Transduction; Q6W5P4; CHO-NPSR cells, cAMP TR-FRET, antagonist mode; Potency, µM (top dose mostly 38.3 µM), without a hit: top-dose activity change, negative = inhibition, most hits filed as inhibitors; hit rate 1% among 220,000; also: potency is read from the fitted curve at half-maximal effect; % is scaled to controls: 0 for no effect and ±100 for the full control effect; nearly all actives have a fitted effect of over 50% in size; many of its hits are not listed in these tables
Target sequence (Q6W5P4 whole entry, looked up): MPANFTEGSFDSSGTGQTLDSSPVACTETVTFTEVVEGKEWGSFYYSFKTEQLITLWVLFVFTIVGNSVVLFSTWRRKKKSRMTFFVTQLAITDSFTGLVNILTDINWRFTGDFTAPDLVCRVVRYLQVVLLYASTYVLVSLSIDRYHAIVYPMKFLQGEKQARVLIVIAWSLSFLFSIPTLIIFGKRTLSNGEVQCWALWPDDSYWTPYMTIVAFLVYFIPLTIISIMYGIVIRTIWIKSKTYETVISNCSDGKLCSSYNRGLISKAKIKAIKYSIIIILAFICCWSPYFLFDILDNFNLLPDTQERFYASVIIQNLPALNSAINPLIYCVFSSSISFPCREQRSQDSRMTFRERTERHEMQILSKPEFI
LMNA splice mod = qHTS Assay for Modulators of Lamin A Splicing; hit rate 0.01% among 200,000; HeLa LMNA splicing GFP/RFP minigene ratio, 48 h; Potency, µM (series often up to 46.1 µM), for inactives: top-dose ratio change, negative = inhibition, most hits filed as inhibitors; active = well fitted inhibition curve with a large enough effect in the signal ratio, with a control signal flat, not every such curve was filed as active; inconclusive = small, poorly fitted or top-dose-only effect, or effect the other way, or a change in a side signal; the % refers to the signal ratio; also: potency is read from the fitted curve at half-maximal effect; % is scaled to controls: 0 for no effect and ±100 for the full control effect
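S3 HeLa cells stably expressing lamin A-EGFP splicing minigene plus DsRed2, 600 cells/well, 48 h compound exposure at 37C. Laser-scanning cytometry; analysed as GFP (500-530 nm)/RFP (575-640 nm) total intensity ratio; 0.5% DMSO vehicle.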
KinaseGlo FLuc = Counterscreen for Luciferase (Kinase-Glo TM) Inhibition; Potency, µM (top dose mostly 38.3 µM), for the others: top-dose activity change, negative = inhibition, usual class: inhibitors; Kinase-Glo luciferase, ATP luminescence, 8 min; hit rate 0.28% among 200,000; also: potency is read from the fitted curve at half-maximal effect; % is scaled to controls: 0 for no effect and ±100 for the full control effect; nearly all actives have a fitted effect of over 60% in size
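Luminescence was the read-out, taken after 8-minute incubation at ambient temperature. Luciferase turned over luciferin with 10 uM ATP in imidazole pH 7.2 buffer containing KCl, MgCl2, Tween 20 and BSA.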
HttQ103 aggreg = qHTS Multiplex Assay to Identify Dual Action Probes in a Cell Model of Huntington: Aggregate Formation (GFP); PC12 HttQ103-GFP aggregates, Acumen cytometry, 40 h; Potency, µM (series often up to 46.1 µM), without a hit: at the highest dose activity change, negative = inhibition, hits mostly inhibitors; hit rate 1.1% among 220,000; AID 1688, 2009; also: potency is read from the fitted curve at half-maximal effect; % is scaled to controls: 0 for no effect and ±100 for the full control effect; nearly all actives have a fitted effect of over 60% in size
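Using laser scanning cytometry, GFP-positive aggregates were counted after lysis of PC12 cells induced with 100 nM tebufenozide to express HTT exon 1 Q103–GFP. Compounds were tested in titration.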
* marks the source's active call; other numbers are inactive results; ? = inconclusive; / = not tested or not shown; [ ] = remark or other dose. Unless noted, calls follow the shape of the dose curve; as a rule, active = well fitted curve in the direction sought with a large enough effect; inconclusive = small, poorly fitted or top-dose-only effect, or another doubt; inactive = no such curve, though single readings can be large; an effect the other way counts as inactive or inconclusive. This is a subset; the hit share may differ from the screen's.

SMILES	Epigenetic derep	CBFb RUNX1 block	IMPase Li inh	NPSR antag	LMNA splice mod	KinaseGlo FLuc	HttQ103 aggreg
CN(C)c1ccc(C=C(c2nnnn2-c2ccccc2)c2nnnn2-c2ccccc2)cc1	0.0%	6%	-1%	-11%	-12%	1%	-9%
Cc1cc(C)c(-n2[nH]nnc2=S)c(C)c1	-1.5%	-3%	/	-9%	/	/	-10%[9.22 µM]
Cc1ccc(CO/N=C/C2=C(Cl)c3ccccc3CC2)cc1	-2.1%	4%	5%[38.3 µM]	-24%[46.1 µM]	?	1%	9%
COc1ccc2nc(Cl)cc(Cl)c2c1	-2.6%	11%	/	0%	/	/	-12%[9.22 µM]
CC12CCC(C(=O)N(CCCN3CCN(Cc4ccccc4)CC3)C1=O)C2(C)C (stereo not drawn)	4.1%	-3%	18%	-5%	/	1%	-18%[9.22 µM]
CCOc1ccc(N2CC(C(=O)NCc3ccc(F)cc3)CC2=O)cc1 (stereo not drawn)	-0.9%	6%	-6%	-12%[46.1 µM]	-14%	0%	4%
Cc1ccc(NC(=O)c2ccc3c(c2)C(=O)N(Cc2cccnc2)C3=O)c(C)c1	-1.2%	9%	6%	6%	5%[46 µM]	2%	2%
O=C(CSCc1ccc(F)cc1)N1CCOCC1	6.8%	-3%	17%[38.3 µM]	-21%[46.1 µM]	20%	-6%	-18%
Cc1cc(C)c(S(=O)(=O)n2cnc3ccccc32)c(C)c1	-0.2%	0%	21%[38.3 µM]	-3%[46.1 µM]	10%	7%	11%[1.84 µM]
COc1ccccc1CNC(=O)Cn1cnc2ccccc2c1=O	-0.7%	4%	-6%[38.3 µM]	1%[46.1 µM]	3%	0%	-9%
CCOc1cc(/C=N/NC(=O)c2ccc(-c3csc(Nc4ccc(C)cc4)n3)cc2)ccc1OCC(=O)O	-0.4%	-1%	-11%	-1%	-9%[46 µM]	1%	20%
CCCOC(=O)/C(C)=N\NC(=O)c1ccco1	-1.0%	-7%	22%[38.3 µM]	-8%[46.1 µM]	-5%	0%	5%
Cc1onc(-c2ccc(Cl)cc2Cl)c1-c1csc(N/N=C/c2ccccc2Cl)n1	-0.3%	2%	/	15%	/	/	-11%[9.22 µM]
CC(C)N(Cc1ccccc1)C(=S)NC1CCCCC1	1.1%	13%	3%	-54%	1%[46 µM]	7%	3%
Cc1nc(SCc2ccccc2F)c2oc3ccccc3c2n1	-1.1%	18%	/	-26%	/	/	-28%[9.22 µM]
CC1(C)Cc2c(C#N)c(NCc3ccco3)nc(-c3ccco3)c2CO1	-2.9%	15%	19%[38.3 µM]	-2%[46.1 µM]	25%	0%	1µM*
O=C(CCC1COc2ccccc2O1)Nc1cccnc1 (stereo not drawn)	3.5%	5%	27%[38.3 µM]	-6%[46.1 µM]	-4%	4%	-22%
O=C(COC(=O)c1ccccc1F)c1ccc(-n2nncc2-c2ccco2)cc1	0.2%	-4%	9%[38.3 µM]	-22%[46.1 µM]	-5%	-2%	-12%
COc1ccc(NC(=O)C2CC(=O)n3cnnc3S2)cc1 (stereo not drawn)	-0.7%	0%	23%[38.3 µM]	-4%[46.1 µM]	-2%	20%	4%
CCOC(=O)c1ccc(N/N=C/c2cc(Br)cc([N+](=O)[O-])c2O)cc1	-1.9%[10.1 µM]	?	26%	-15%	2%[9.22 µM]	?	7%[9.22 µM]

In the list so far, these contain an aryl methoxy group.
SMILES	Epigenetic derep	CBFb RUNX1 block	IMPase Li inh	NPSR antag	LMNA splice mod	KinaseGlo FLuc	HttQ103 aggreg
COc1ccc2nc(Cl)cc(Cl)c2c1	-2.6%	11%	/	0%	/	/	-12%[9.22 µM]
COc1ccccc1CNC(=O)Cn1cnc2ccccc2c1=O	-0.7%	4%	-6%[38.3 µM]	1%[46.1 µM]	3%	0%	-9%
COc1ccc(NC(=O)C2CC(=O)n3cnnc3S2)cc1 (stereo not drawn)	-0.7%	0%	23%[38.3 µM]	-4%[46.1 µM]	-2%	20%	4%

4 entries out of the list above, arranged by the number in IMPase Li inh, falling.
canonical_smiles | IMPase Li inh
CCOC(=O)c1ccc(N/N=C/c2cc(Br)cc([N+](=O)[O-])c2O)cc1 | 26%
CC(C)N(Cc1ccccc1)C(=S)NC1CCCCC1 | 3%
CN(C)c1ccc(C=C(c2nnnn2-c2ccccc2)c2nnnn2-c2ccccc2)cc1 | -1%
CCOc1cc(/C=N/NC(=O)c2ccc(-c3csc(Nc4ccc(C)cc4)n3)cc2)ccc1OCC(=O)O | -11%

The listing continues:
SMILES	Epigenetic derep	CBFb RUNX1 block	IMPase Li inh	NPSR antag	LMNA splice mod	KinaseGlo FLuc	HttQ103 aggreg
Cc1nnc(SCC(=O)Nc2ccccc2)n1CCc1ccccc1	1.8%	2%	23%[38.3 µM]	-6%[46.1 µM]	-2%	4%	9%[9.22 µM]
O=C(Nc1ccc2c(c1)CCC2)c1ccccc1Br	6.7%	1%	11%	8%	/	-6%	-2%
COC(C(=O)NNC(=O)CCc1ccccc1)c1ccccc1 (stereo not drawn)	0.2%	15%	?	10%	/	-1%	-20%
O=C1CCCC(O)=C1C=Nc1ccc2c(c1)oc1ccccc12	-0.1%	6%	15%[38.3 µM]	-8%[46.1 µM]	7%	-1%	10%
COc1ccc(C2/C=C\CN(CC(C)(C)C)CC(=O)N2Cc2ccc(F)cc2)cc1 (stereo not drawn)	1.4%	11%	/	-16%	/	/	21%[9.22 µM]
CCOC(=O)Cc1csc(SCC(=O)Nc2cccc(Cl)c2)n1	-6.1%	2%	-15%[38.3 µM]	-17%[46.1 µM]	0%	0%	-20%[9.22 µM]
COc1ccccc1OCCNC(=O)c1ccccc1C	-2.1%	9%	26%[38.3 µM]	-7%[46.1 µM]	2%	1%	-6%
CC(=O)Oc1cccc(N2C(=O)C3CC=C(Cl)CC3C2=O)c1 (stereo not drawn)	-0.9%	4%	-8%[38.3 µM]	7%[46.1 µM]	-3%	-7%	8%
COc1ccc(/C=N/NC(=O)CCCCCNC(=O)c2ccccc2)cc1	-0.1%	0%	1%	13%	-5%	-1%	7%
O=C(c1ccccc1C(F)(F)F)N1CCN(S(=O)(=O)c2ccccc2)CC1	-5.7%	1%	17%[38.3 µM]	7%[46.1 µM]	5%	5%	-3%
Cc1cc(C)n2c(SCC(=O)NC3CCCCC3C)nnc2n1 (stereo not drawn)	-2.2%	5%	-10%	14%	-1%[46 µM]	4%	3%
O=C(O)c1cc(NCc2ccccc2)ccc1N1CCOCC1	-4.6%	-3%	-3%[38.3 µM]	-4%[46.1 µM]	-6%	6%	-6%[9.22 µM]
O=C(c1ccccc1)N1CCN(CC(O)COCC2CC=CCC2)CC1 (stereo not drawn)	-4.2%	2%	10%[38.3 µM]	-30%[46.1 µM]	8%	13%	-2%
Cc1cc(C)n(-c2nc3ccccc3n3nnnc23)n1	5.7%	2%	12%[38.3 µM]	-15%[46.1 µM]	13%	-5%	13%
COc1ccc(NC(=O)CSc2n[nH]c(C)c2[N+](=O)[O-])cc1	-4.2%	4%	8%	15%	/	2%	20%
Cn1cc(C(=O)c2ccc(Cl)cc2)cc1-c1nc2ccccc2n1C	-1.2%	?	17%[38.3 µM]	?	?	2%	?
CC1(C(=O)NC2CCCCCC2)CCC(=O)N1Cc1ccc2c(c1)OCO2 (stereo not drawn)	1.1%	6%	2%[38.3 µM]	-10%[46.1 µM]	2%	-5%	-8%
CC(C)[C@@H](CC(=O)N[C@@H]1CCNC[C@H]1C(=O)N[C@H](CC(=O)N[C@@H](CCC(=O)O)CC(=O)O)Cc1c[nH]c2ccccc12)NC(=O)C[C@H](CO)NC(=O)[C@@H]1CNCC[C@H]1N	-0.3%	11%	2%	/	/	1%	/
COc1cc(NC(=O)c2cccc(C)c2)c(OC)cc1NC(=O)CN1CCOCC1	-0.1%	-1%	4%	-3%	?	1%	7%
CCC(=O)N1CCC2(CC1)Oc1ccc(Cl)cc1C(=O)C21CC(c2ccc(Cl)cc2)=NO1 (stereo not drawn)	-2.4%	-9%	/	-34%	/	/	-34%[9.22 µM]
COc1ccc(OCc2nc(-c3ccc(F)c(F)c3)cs2)cc1	-0.2%	?	/	-5%	/	/	11%[9.22 µM]
C/C(=N\N1CCN(Cc2ccccc2Cl)CC1)c1ccc([N+](=O)[O-])cc1	3.3%	-13%	/	44%	/	/	?
CC(C)N1CC2=C(OC(N)=C(C#N)C2c2cccnc2)/C(=C/c2cccnc2)C1 (stereo not drawn)	-0.7%	1%	0%[38.3 µM]	-23%[46.1 µM]	9%	2%	20%
CCOC(=O)c1cn(Cc2ccc(C)cc2)nn1	7.3%	-2%	-6%	4%	-5%	-5%	9%
CCn1ncc(Br)c1C(=O)NC(C)c1ccccc1 (stereo not drawn)	0.0%	6%	8%	7%	8%	3%	20%
COc1cc(/C=N/N2CCOCC2)ccc1OCc1ccc(Cl)cc1	-0.1%	-16%	6%	-14%	-21%[46 µM]	5%	-9%
CCCCN1C(=O)CC(C(=O)O)C1c1ccc(OC)cc1 (stereo not drawn)	0.4%	-6%	18%[38.3 µM]	-4%[46.1 µM]	-1%	16%	3%
Cn1c(SCC(=O)NC(=O)Nc2ccccc2)nnc1-c1ccncc1	-1.0%	0%	/	-7%	/	/	5%[9.22 µM]
C=CCn1c(SCC(=O)Nc2c(C)n(C)n(-c3ccccc3)c2=O)nc2sc(C)c(-c3ccccc3)c2c1=O	0.0%	-4%	3%[38.3 µM]	-14%[46.1 µM]	-2%	2%	-4%
COc1cc(S(=O)(=O)N2CCOCC2)ccc1NC(=O)COC(=O)C12CC3CC(CC(C3)C1)C2	0.9%	13%	20%[38.3 µM]	-25%[46.1 µM]	11%	9%	12%
CCC(=O)N/N=C(\C)CC(=O)Nc1ccc(F)cc1	1.6%	2%	6%	15%	11%[46 µM]	0%	-26%
O=C(CN1CCN(S(=O)(=O)c2ccc3ccccc3c2)CC1)Nc1ccc(N2CCOCC2)cc1	0.0%	-7%	/	1%[46.1 µM]	-10%	/	25%
COc1ccc(Nc2nnc(SCC3CCCCO3)s2)cc1 (stereo not drawn)	3.0%	-5%	-2%	-7%	/	2%	-4%
